# TNAP activation fold – human TNAP enzyme activators, primary screen, biochemical, luminescent, no phosphate acceptor, uHTS (AID 1001); purified TNAP, luminescent activation assay, no phosphate acceptor; higher activation fold means a stronger effect; activation fold at 20 µM, or EC50 in µM where a hit was titrated; hit rate 0.03% among 200,000; in the data active means activation fold from about 3, or a potency from the dose series; inactive means the rest, 99 in 100 with activation fold below about 1.6; further: many of its hits are not listed in these tables
# b-catenin transl – alters nuclear translocation of beta-catenin in HeLa cells | immunofluorescence imaging | nuclear translocation activity, % at 5 µM | hit rate 0.3% among 190,000 | AID 1665;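 active means nuclear translocation activity above 50% at 5 µM, with a well cell count of 50 or more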;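 further: per-cell ratio of nuclear to cytoplasmic median beta-catenin stain intensity; plate controls were DMSO negative control for no effect and GSK-3 inhibitor IX positive control for full effect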
#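 System: Human HeLa cells, endogenous beta-catenin | Compound dosing: 5 µM primary, 0.02–20 µM confirmation | Timing: 24 h compound exposure at 37°C, 5% CO2 | Measured by: Fluorescence imaging of beta-catenin antibody stain plus DAPI | Read-out basis: % activation of per-cell nuclear versus cytoplasmic median beta-catenin signal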
# human PMI inhibitors – MPI inhibition at elevated mannose 6-phosphate – biochemical, fluorescence intensity, high mannose 6-phosphate, primary screen (AID 1220) | recombinant PMI enzyme, coupled fluorescence intensity; higher % means a stronger effect | hit rate 0.66% among 190,000 | inhibition, % at 20 µM; hits with a dose series show IC50 in µM
# Insulin prom up – MIN6 insulin promoter up-regulation; z-score at 5 µM; MIN6 insulin promoter-GFP reporter, high-content imaging; hits give high values; AID 1625; hit rate 0.3% among 190,000;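 active means z-score above 3 at 5 µM with at least 500 cells counted in the well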
# Autophagy HCS – modulators of autophagy; MEF GFP-LC3 puncta imaging; test concentration mostly 10 µM; calls only at 10 µM (by protocol); AID 463193; hit rate 0.98% among 190,000;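 active means percentage of spot-positive cells more than 3 SD above its plate mean, without a fluorescence outlier flag or 80% toxicity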;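 further: spot-positive cell cutoff set from DMSO-treated cells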
# Lipid droplet – modulators of hepatic lipid droplet formation; AML12 mouse hepatocytes, oleate lipid droplets, BODIPY imaging; AID 1656; hit rate 0.4% among 240,000; inhibition, % at 6.5 µM;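 active means lipid droplet intensity inhibited by at least 50%, with more than 500 cells counted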
#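 material = mouse AML12 hepatocyte cell line, fixed after treatment | also added = 100 µM oleic acid challenge | doses = compound at 6.5 µM only | schedule = overnight exposure | technique = Image-based BODIPY and DAPI two-channel analysis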
# PMI inhibitors – inhibitors of human PMI, primary screen, biochemical, fluorescence intensity, coupled assay (AID 1209) | purified PMI enzyme, coupled fluorescence intensity; higher % means a stronger effect | inhibition, % at 20 µM; hits with a dose series show IC50 in µM | hit rate 0.42% among 190,000;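 further: plate controls were DMSO vehicle for no effect and wells lacking substrate for full effect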
# T cell modulator – modulates CD8 T cell binding to vesicles; 2C CD8+ T cell-vesicle binding, flow cytometry; hits give low values; calls only at 7 µM; hit rate 0.068% among 330,000; AID 2052;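 active means response, share of CD8 T cells binding vesicles, and their 90th percentile fluorescence all below set limits, cut at about 80% in these data, passing the limit was not always enough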
#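 Test system: purified 2C TCR transgenic mouse naive CD8+ T cells. Probe or stimulus: QL9-peptide-loaded Drosophila micro-vesicles bearing Ld, ICAM-1 and B7-1. Incubation: binding step 1.5 h, 37 °C, antibody labelling 20 min, ice. Measured by: flow cytometry of vesicle-bound cells.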
# MT stabilizer – microtubule stabilization, imaging screen; HeLa tubulin immunostaining HCS, 24 h; share of cells brighter than vehicle mean+2SD; % tubulin-high responders, % at 10 µM; hit rate 0.83% among 200,000;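 active means plate Z-score above 3 for both tubulin-high and condensed-nucleus cell shares, with cell loss under 80%, at 10 µM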;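 further: anti alpha tubulin signal scored within the nucleus-defined area of each cell; some results filed as inactive read as strong as hits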
# Insulin prom up cell count – second read-out of Insulin prom up, no call of its own (marks repeat the call); cell count; measured here: cytotoxicity, nuclei count;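 total cells summed across four imaged fields per well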
# Lipid droplet cells 6.5 µM – also measured in Lipid droplet; calls as there; cell count; measured here: cell count, cytotoxicity flag;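 cells counted across two imaged fields per well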
# b-catenin transl cell count 5 µM – also measured in b-catenin transl; calls as there; cell count; measured here: cell count, cytotoxicity flag
# T cell modulator vesicle-bound % – also measured in T cell modulator; calls as there; double positive events, %; measured here: CD8+ vesicle-bound cell fraction;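 binding gate set so that unloaded-vesicle control wells show 10% double positive cells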
# MT stabilizer Hoechst-high % – further read-out of MT stabilizer, marked with its call; % Hoechst-high responders; measured here: nuclear condensation Hoechst responders;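 share of cells brighter than vehicle mean plus two SD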
# MT stabilizer cytotoxicity % – further read-out of MT stabilizer, marked with its call; toxicity, %; measured here: cytotoxicity by cell density;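 0% = mean cell density of plate MIN control wells and 100% = no cells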
# Autophagy HCS cell loss 18 h – also measured in Autophagy HCS; calls as there; toxicity, %; measured here: cell loss, nuclei count;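 cell loss after 18 h compound exposure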
# An asterisk follows results filed as active; i = inactive; / = not tested or not shown; + = active, no number. Unless noted, no stated cut-off is given here; in the data, active means inhibition above about 50%; inactive means the rest.
# Value order – TNAP activation fold	b-catenin transl	b-catenin transl cell count 5 µM	human PMI inhibitors	Insulin prom up	Insulin prom up cell count	Autophagy HCS	Autophagy HCS cell loss 18 h	Lipid droplet	Lipid droplet cells 6.5 µM	PMI inhibitors	T cell modulator	T cell modulator vesicle-bound %	MT stabilizer	MT stabilizer Hoechst-high %	MT stabilizer cytotoxicity %
Cc1c(/C=N/NC(=O)c2cccnc2)c2ccccn2c1C(=O)c1ccc(F)cc1
→ 1.1	-0.5	935	12%	-0.04	1266	i	-2	18	658	14%	i	28	2.2	1.6	1.3
N#CNC(=Nc1cccc(F)c1)SCc1ccccc1
→ 1.1	-0.4	526	-3%	-0.05	1116	i	0	0	671	-1%	i	57	2.0	2.3	0.2
CCCCOc1ccc(N2CC(C(=O)NCCc3ccc(OC)c(OC)c3)CC2=O)cc1 (stereo not given)
→ 1.1	-0.3	1038	0%	0.25	1294	i	11	-23	735	-1%	i	53	2.7	1.8	8.5
COCCn1c(SCC(=O)N2CCCc3ccccc32)nc2cccnc21
→ 1.1	-4.4	1387	0%	-0.97	1252	i	-2	-5	707	6%	i	9	2.0	1.4	1.5
Cc1cc(=O)[nH]c(SCc2nnc(-c3ccccc3)o2)n1
→ 1.2	-3.5	1246	-13%	0.03	959	i	3	-16	749	-8%	i	45	1.0	1.0	7.3
CCCCNC(=O)O/N=C(\N)CS(=O)(=O)C(C)(C)C
→ /	1.4	1336	/	0.67	1371	/	/	-1	655	/	i	52	/	/	/
CC(=O)c1ccc(NC(=O)COC(=O)c2ccccc2N=Nc2ccc(N(C)C)cc2)cc1
→ 0.8	4.2	1019	-1%	-0.18	1402	i	5	-20	627	8%	i	5	7.6	2.4	0.6
N#Cc1ncc(C(F)(F)F)cc1Sc1ccccc1N
→ 1.1	-1.7	1051	6%	0.8	933	i	3	21	793	12%	i	15	1.6	1.1	11
Cc1cc(=O)[nH]c(SCc2cc(=O)n3nc(C)sc3n2)n1
→ 0.9	/	/	-14%	-0.12	569	i	-3	/	/	-10%	i	46	2.3	3.1	8.0
COc1ccccc1N1C(N)=NC(N)=NC1(C)C
→ 1.1	0.0	1311	-10%	-0.63	1561	i	32	/	/	-5%	i	41	4.9	2.1	15

# In the list so far, 2 contain a cyano group.
# Value order – TNAP activation fold	b-catenin transl	b-catenin transl cell count 5 µM	human PMI inhibitors	Insulin prom up	Insulin prom up cell count	Autophagy HCS	Autophagy HCS cell loss 18 h	Lipid droplet	Lipid droplet cells 6.5 µM	PMI inhibitors	T cell modulator	T cell modulator vesicle-bound %	MT stabilizer	MT stabilizer Hoechst-high %	MT stabilizer cytotoxicity %
N#CNC(=Nc1cccc(F)c1)SCc1ccccc1
→ 1.1	-0.4	526	-3%	-0.05	1116	i	0	0	671	-1%	i	57	2.0	2.3	0.2
N#Cc1ncc(C(F)(F)F)cc1Sc1ccccc1N
→ 1.1	-1.7	1051	6%	0.8	933	i	3	21	793	12%	i	15	1.6	1.1	11

# The listing continues.
# Value order – TNAP activation fold	b-catenin transl	b-catenin transl cell count 5 µM	human PMI inhibitors	Insulin prom up	Insulin prom up cell count	Autophagy HCS	Autophagy HCS cell loss 18 h	Lipid droplet	Lipid droplet cells 6.5 µM	PMI inhibitors	T cell modulator	T cell modulator vesicle-bound %	MT stabilizer	MT stabilizer Hoechst-high %	MT stabilizer cytotoxicity %
Nc1ccc(-n2nncc2-c2ccc(Cl)cc2)cc1
→ 1	-3.1	1154	-8%	-0.11	1080	i	-2	0	791	-5%	i	6	2.3	1.1	7.0
Cn1cccc1CC(=O)NNC(=O)Nc1ccc(F)cc1
→ 1.1	-1.3	1101	-8%	-0.27	1533	i	-12	13	687	-3%	i	46	3.6	2.4	9.4
Cc1cccc(C(=O)N2CCN(C(=O)c3cccc(C)c3)C(C)C2)c1 (stereo not given)
→ 1.1	/	/	11%	/	/	+	30*	28	734	15%	i	38	4.1	2.4	5.3
COc1ccc(S(=O)(=O)N2CCC(C(=O)Nc3c(F)cccc3F)CC2)cc1
→ 1	0.7	1139	7%	-1.2	1462	i	9	3	682	3%	i	29	1.4	2.5	12
O=C(NCCO)c1ccc2c(c1)S(=O)(=O)c1ccccc1C2=O
→ 1.1	-3.4	1171	-12%	/	/	i	15	4	795	-2%	i	48	3.0	1.9	1.0
COc1cccc(CCNC(=O)CC2C(=O)NCCN2Cc2ccc(Cl)c(F)c2)c1 (stereo not given)
→ 1.1	-0.2	1553	26%	0.01	1509	i	12	6	670	4%	i	24	3.9	1.3	0.0
Cn1c2ccccc2c2cc(C(=O)N3CCOCC3)sc21
→ 1	-1.2	1299	-10%	-0.49	1562	i	2	/	/	-6%	i	26	3.5	1.9	2.2
Cc1cc(NC(=O)CCN2C(=O)C3C4C=CC(C4)C3C2=O)ccc1Br (stereo not given)
→ 1.1	-2.3	1064	-4%	1.6	1097	i	1	-1	668	-3%	i	44	2.8	1.4	21
CN1CCN(CCCC(=O)c2ccc(C3CCCC3)cc2)CC1
→ 1.1	-0.9	459	-15%	-0.15	1077	i	3	20	710	-15%	i	5	2.3	2.8	3.3
Cc1ccc2nc(SCC(=O)N3CCCC3)[nH]c2c1
→ 1.1	-5.5	1008	-9%	0.33	1169	i	-11	/	/	-8%	i	10	1.9	2.3	4.4
CCOc1c(/C=C(\C#N)C(N)=O)c2ccccc2n1CC
→ 1.1	-0.1	852	12%	/	/	i	1	9	579	8%	i	35	3.9	2.8	0.6
O=C(/C=N\O)NCCCNCc1ccccc1
→ 1.1	-3.0	860	15%	-0.08	1314	i	-1	/	/	11%	i	23	2.9	3.2	7.4
CCNC(=O)COC(=O)Cc1ccc(Cl)cc1Cl
→ 1.1	-0.3	1048	3%	0.02	1131	i	-6	4	678	8%	i	5	4.4	2.2	5.0
COc1ccc(/C=C2\CC/C(=C\c3ccc(OC)c(OC)c3)C2=O)cc1OC
→ 1.1	0.7	940	21%	0.08	1177	i	-8	26	606	26%	i	6	4.8	4.0	3.5
CN=c1sc2ccccc2n1CC(O)COCc1ccco1 (stereo not given)
→ 1.1	-3.0	1194	-6%	-0.13	1181	i	-4	-5	683	0%	i	64	1.6	1.3	6.1
O=CN/C=C/c1cc(O)ccc1O
→ /	2.8	1005	/	-0.55	1307	/	/	-20	730	/	i	56	/	/	/
Cc1cccc(NC(=O)CN2C(=O)N/C(=C/c3ccc(C)o3)C2=O)c1
→ 1.1	-1.9	1281	1%	0.54	1503	i	26	3	678	10%	i	44	3.8	2.4	7.3
O=C(NC1CCC(c2ccccc2)CC1)c1cccnc1 (stereo not given)
→ 1.1	-0.7	1538	-12%	-0.17	1424	i	-4	8	634	-7%	i	22	3.2	2.3	9.8
c1ccc(NC2=NCCCCS2)cc1
→ 1.1	0.6	573	-7%	/	/	i	2	13	707	-8%	i	19	2.8	2.4	5.9
CCN(CC)CC(=O)Nc1ccc(C)cc1C(=O)c1ccccc1
→ /	0.4	1326	/	-0.25	1136	/	/	0	679	/	i	43	/	/	/
COc1cccc(NC(=O)CSC(N)=O)c1
→ 1.1	/	/	-27%	1.4	1142	i	-22	-3	660	23%	i	54	2.4	1.9	5.3
Cc1nn(C(=O)c2c(-c3ccccc3)noc2C)c(C)c1N=Nc1cc(C(F)(F)F)cc(C(F)(F)F)c1
→ /	-1.1	1280	/	-0.58	962	/	/	28	690	/	i	33	/	/	/
Cc1cc(C(=O)NNC(=O)c2ccc(S(=O)(=O)N(C)C)cc2)c(C)o1
→ 1.2	0.5	962	-1%	-0.04	1353	i	-9	9	621	2%	i	32	1.1	3.6	8.0
Cn1ccnc1Sc1ccc(C(N)=O)cc1[N+](=O)[O-]
→ 0.9	-5.4	1139	-5%	0.01	1173	i	2	6	658	-9%	i	52	6.8	1.8	11
Cc1cc2nc3n(c2cc1C)CC1CC(C(=O)NCc2ccco2)N(C)C31 (stereo not given)
→ /	-0.1	1311	/	-0.31	1064	/	/	8	704	/	i	8	/	/	/
NC(=O)c1c(NC(=O)c2cccnc2)sc2c1CCCC2
→ 1.1	0.0	515	0%	/	/	i	26	3	717	5%	i	41	3.1	1.1	4.2
Cc1ccc(NC(=O)c2ccc3c(c2)N(CC(=O)N2CCCCC2)C(=O)C(C)(C)O3)cc1
→ 1.1	-6.3	1215	17%	-0.18	1149	i	2	9	744	25%	i	37	1.7	1.4	5.3
COc1ccc(CNC(=O)CN(CC2CCCO2)C(=O)CNS(=O)(=O)c2ccc(F)cc2)cc1 (stereo not given)
→ 1.2	-6.4	949	-3%	-0.49	1433	i	-11	/	/	-5%	/	/	3.4	1.8	8.3
Cc1cc(C)c(-n2nnnc2SCC(=O)c2cc3ccccc3o2)c(C)c1
→ /	-0.4	1297	/	0.47	1033	/	/	0	636	/	i	39	/	/	/
Cc1ccc(Nc2c([N+](=O)[O-])c(=O)n(C)c3ccccc23)cc1
→ 1.1	0.9	1014	-8%	-0.51	1401	i	-9	0	613	4%	i	55	3.0	2.2	1.9
C[N+](C)(C)CCOc1ccc([N+](=O)[O-])cc1
→ 1.1	-1.3	1079	0%	-0.46	1245	i	-36	17	763	-7%	i	54	1.6	1.2	0.4
CCc1ccc(NC(=S)NCc2ccccc2)cc1
→ 1	0.8	1110	6%	/	/	i	0	-41	669	-3%	i	5	4.4	0.9	7.9
ON1C(c2ccccc2)CC2(O)c3nonc3CCC12 (stereo not given)
→ 1.2	-3.4	912	-1%	0.4	1610	i	-2	/	/	7%	i	21	5.8	3.1	7.3
CCc1ccc(OCCOCC(O)CNC(C)CC)cc1 (stereo not given)
→ 1.1	0.6	889	-7%	-0.52	1286	i	0	4	607	3%	i	38	2.5	4.0	8.6
Cn1c(/C(C#N)=C(\O)CN2CCN(Cc3ccccc3)CC2)nc2ccccc21
→ 1	-4.8	1039	6%	-0.68	1069	i	11	/	/	-5%	i	29	6.2	4.5	5.1
O=c1c2ccccc2ncn1CCOc1ccccc1[N+](=O)[O-]
→ 1.1	-0.9	1503	-3%	0.22	1476	i	-5	-1	736	-7%	i	33	3.4	2.9	8.2
CC(=O)C1=C(O)C(=O)N(CCNCCO)C1c1ccccc1 (stereo not given)
→ 1	-0.3	1406	-28%	-0.77	1596	i	-2	/	/	-20%	i	24	2.1	1.1	3.5

# Screening results (PubChem)
